DAGLB inh: blocks human DAGLB lipase activity; AID 504411; hit rate 0.059% among 340,000; HEK293T DAGLB membrane lysate, EnzChek fluorogenic substrate; inhibition, % at 5.17 µM; in the data active = inhibition above about 34%;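 note: 0% = enzyme with vehicle and 100% = wells lacking enzyme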
RTF Ca sens inh: cardiac RTF calcium desensitization. IANBD-labeled cardiac RTF, Ca2+ fluorescence. inhibition, % at 7.15 µM. hit rate 0.12% among 340,000;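 active = inhibition above the mean inhibition of all tested compounds plus 3 SD, cut at about 17% in these data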;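 note: assay run at fixed EC70 calcium of 1.6 mM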
V-ATPase pHluor: regulators of yeast V-ATPase proton transport; S. cerevisiae, pHLuorin cytosolic pH fluorescence; response, % at 10 µM; hit rate 0.37% among 350,000; in the data active = response mostly above about 7.3%, no sharp cut-off; inactive = mostly below about 5.4%; note: actives read high; inactives centre near 0; some compounds called inactive have numbers as strong as hits
CAL PDZ FP-1: human CAL PDZ-peptide interaction inhibition. AID 504414. inhibition, % at 20 µM. Q9HD26. purified CAL PDZ, TMR-peptide fluorescence polarization, 1 h. hit rate 0.02% among 330,000;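 active = highest replicate inhibition of at least 40%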;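 note: plate controls were DMSO neutral control wells for no effect and unlabeled competitor peptide control wells for full effect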
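Test system: tagged CAL PDZ domain / Buffer or medium: sodium phosphate/NaCl buffer pH 7.4 with TCEP, IgG, Thesit / Reagent: TMR-labelled reporter peptide T*-PRC34 bound in PDZ groove / Compound dosing: single point, 20 µM / Schedule: 1 h incubation at room temperature before polarization reading / Technique: fluorescence polarization (mP) / Benchmarks: unlabelled peptide, DMSO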
C-LANA FP: inhibitors of KSHV LANA C-terminal domain DNA binding; MBP-C-LANA/FAM-LBS DNA binding, fluorescence polarization; inhibition, % at 9 µM; hit rate 0.078% among 340,000;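 active = highest replicate inhibition at or above 60% at 9 µM, even if other replicates fall short; inactive = all replicates below 60% inhibition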;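 note: 0% = neutral control wells and 100% = 4 µM acridine orange control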
Arr AP2 block: inhibitors of human beta-arrestin and AP2 interaction. FITC-arrestin peptide / GST-AP2 beads, flow cytometry; AP2 beta2 appendage carries R879A mutation. AID 504490. hit rate 0.31% among 340,000. inhibition, % at 10 µM;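 active = inhibition above a set limit, near 3 SD of compounds lacking own fluorescence, cut at about 54% in these data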;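 note: plate controls were DMSO wells for no effect and 5 µM unlabelled arrestin peptide for full effect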
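Assay system: GST-AP2 R879A bound to glutathione beads, E. coli-expressed; Medium: PBS with 0.05% Tween 20 and 0.1% BSA; Also added: fluorescein-tagged arrestin peptide at 50 nM final; Timing: 12 min plus 1 h, RT; Measured by: flow cytometry, FL1 (488/535 nm); Evaluation: percent drop in bead-associated FITC signal.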
Keap1 Nrf2 FP: disrupts human Keap1 binding to Nrf2 peptide; Q14145; Keap1 Kelch-Nrf2 peptide fluorescence polarization, 1536-well; inhibition, % at 9.4 µM; hit rate 0.15% among 340,000; AID 504523; in the data active = inhibition above about 12%;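 note: human Keap1 Kelch domain with fluorescein labeled Nrf2 9mer peptide probe; 0% = neutral control wells and 100% = peptide positive control; higher means more block of Keap1 binding to Nrf2 peptide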
CAL PDZ FP-2: blocks peptide binding to the human CAL PDZ domain; AID 602252; purified CAL PDZ, TMR-peptide fluorescence polarization, 1 h; inhibition, % at 24.9 µM; hit rate 0.92% among 300,000; Q9HD26;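 active = mean inhibition of at least 30% with at least half of replicates also reaching 30%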;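 note: 0% = DMSO neutral control and 100% = excess unlabeled competitor peptide PRC23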
Pemphigus Ab inh: human desmoglein-3 autoantibody binding inhibition | hit rate 0.48% among 310,000 | DSG3-coupled beads, scFv-anti-DSG3-GFP binding, flow cytometry; active compounds read low | binding (percent of control), % at 10 µM | P32926;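 active = binding more than 3 SD below its plate's average and above zero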;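 note: hits lower antibody fragment binding to DSG3; some compounds called inactive have numbers as strong as hits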
NSD2 HMT inh: blocks human histone methyltransferase NSD2 | NSD2 peptide methylation, AlphaScreen, 120 min | inhibition, % at 12.5 µM | hit rate 0.54% among 310,000 | AID 743445; in the data active = inhibition above about 50%
Target sequence (O96028 whole entry, looked up): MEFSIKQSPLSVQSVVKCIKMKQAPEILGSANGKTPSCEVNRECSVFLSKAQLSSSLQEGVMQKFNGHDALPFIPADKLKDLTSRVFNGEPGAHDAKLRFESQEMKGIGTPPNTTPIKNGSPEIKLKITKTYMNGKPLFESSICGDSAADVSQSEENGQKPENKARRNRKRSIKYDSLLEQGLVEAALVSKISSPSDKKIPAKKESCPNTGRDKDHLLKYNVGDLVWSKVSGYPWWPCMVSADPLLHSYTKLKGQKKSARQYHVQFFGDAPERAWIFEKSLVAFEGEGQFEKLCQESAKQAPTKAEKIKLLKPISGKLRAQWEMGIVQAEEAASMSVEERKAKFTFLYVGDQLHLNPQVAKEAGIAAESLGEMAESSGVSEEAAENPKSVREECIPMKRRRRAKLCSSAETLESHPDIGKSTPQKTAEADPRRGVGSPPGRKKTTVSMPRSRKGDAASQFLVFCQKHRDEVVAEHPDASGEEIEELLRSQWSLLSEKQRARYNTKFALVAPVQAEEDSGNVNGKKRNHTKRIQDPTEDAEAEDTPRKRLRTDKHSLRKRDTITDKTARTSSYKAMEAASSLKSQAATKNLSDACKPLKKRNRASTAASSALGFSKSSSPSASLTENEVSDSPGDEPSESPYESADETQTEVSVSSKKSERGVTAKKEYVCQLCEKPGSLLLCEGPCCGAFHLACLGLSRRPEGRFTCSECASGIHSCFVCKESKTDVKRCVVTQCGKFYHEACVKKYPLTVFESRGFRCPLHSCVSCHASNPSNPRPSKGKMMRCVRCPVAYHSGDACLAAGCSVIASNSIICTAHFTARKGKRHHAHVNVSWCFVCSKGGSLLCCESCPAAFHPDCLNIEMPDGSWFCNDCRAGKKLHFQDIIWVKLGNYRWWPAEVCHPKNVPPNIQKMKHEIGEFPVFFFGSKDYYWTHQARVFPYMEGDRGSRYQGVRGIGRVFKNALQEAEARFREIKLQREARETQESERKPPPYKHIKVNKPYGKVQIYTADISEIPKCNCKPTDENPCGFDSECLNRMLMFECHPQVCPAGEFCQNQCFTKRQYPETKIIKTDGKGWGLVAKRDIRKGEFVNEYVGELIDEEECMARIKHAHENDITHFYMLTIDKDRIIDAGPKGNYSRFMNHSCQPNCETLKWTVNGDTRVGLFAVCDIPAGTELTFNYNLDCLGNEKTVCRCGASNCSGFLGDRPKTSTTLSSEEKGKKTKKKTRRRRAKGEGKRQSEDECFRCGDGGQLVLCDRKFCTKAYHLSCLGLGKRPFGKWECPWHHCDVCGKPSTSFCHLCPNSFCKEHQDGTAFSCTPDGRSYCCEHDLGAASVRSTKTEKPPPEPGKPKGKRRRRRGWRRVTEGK
* hit, by the source's call; x = not tested or not shown. A portion of the library; count on the stated rates, not on these rows.

Below each compound – DAGLB inh, RTF Ca sens inh, V-ATPase pHluor, CAL PDZ FP-1, C-LANA FP, Arr AP2 block, Keap1 Nrf2 FP, CAL PDZ FP-2, Pemphigus Ab inh, NSD2 HMT inh
> O=C(Nc1cccc(-c2ccc(F)cc2)c1)C1CCCN(Cc2cccnc2)C1 (configuration not stated)
    -1, -2, 5, -1.2, 0.1, 1, -3, -4, 112, 0
> CCC/C=N/Nc1nc2ccccc2s1
    -1, 5, -2, -2.0, -1.7, 0, -1, -2, 82, -4
> Cc1ccc(NNC(=O)c2ccno2)cc1C
    -1, -3, 5, -0.7, -0.2, 40, -2, -5, x, 1
> CNC(=S)NC1(C)CCS(=O)(=O)C1 (configuration not stated)
    x, x, -2, -2.3, 0.7, 35, -2, x, 99, -2
> CN(C)C(CNC(=O)Cc1cccc(C(F)(F)F)c1)c1ccco1 (configuration not stated)
    -1, -6, 6, -0.6, -6.9, 3, 0, 6, 98, 0
> CCCc1cc(C(=O)Nc2cccc(-c3nn[nH]n3)c2)sc1C
    3, x, 2, x, x, x, x, x, 101, 0
> CC(C)(C)c1ccc(OCCNCc2ccccc2)cc1
    -2, -5, 1, -1.1, 1.9, -12, -9, 10, 115, 1
> CCS(=O)(=O)c1nnnn1-c1ccccc1S(C)(=O)=O
    -1, -3, -5, x, 2.6, 26, -3, -3, 94, -5
> O=c1[nH]nc(-c2ccc(F)cc2)cc1Cc1ccccc1
    -4, 0, 1, -2.0, -1.4, 37, 4, -1, x, 0
> O=C(CC1OC(=O)c2ccccc21)NNC(=O)c1ccc(F)cc1 (configuration not stated)
    0, -8, -4, 0.2, 1.1, 3, -1, x, 99, -3
> COc1ccc(CS(=O)/C(Cl)=C(/Cl)C(=O)Nc2ccc(OC)nc2)cc1 (configuration not stated)
    x, x, -2, 1.5, 0.6, 0, -96, 3, x, 10
> CC(C)CC(=O)Nc1sc2c(c1C#N)CC(C)(C)NC2(C)C
    -1, -6, 0, 0.6, -0.2, 2, 0, x, 105, -2
> O=C(NNc1ccccc1)Nc1ccccc1F
    -3, -4, -2, -0.5, 0.0, -2, 1, x, x, -5
> COc1ccc(-c2[nH]ncc2CN2CCC(OCc3cccnc3)CC2)c(F)c1
    2, -6, 7, -0.6, -0.5, 8, -3, 6, 103, 0
> CCC1(C)Cc2ccccc2/C(=C/C(=O)N2CCCCC2)N1 (configuration not stated)
    -13, -11, 5, -0.4, -1.3, -2, -7, 2, 100, -1
> CCn1c(=NC(=O)CS(=O)(=O)c2ccc(C)cc2)sc2cccc(OC)c21
    -6, -5, 7, -3.9, 1.1, -6, 4, -2, 107, 1
> CN(c1ccc(C(=O)N2CCOCC2)cc1)S(=O)(=O)c1ccc(Cl)cc1
    -2, -3, 5, -1.1, 0.7, 22, 4, x, 96, -1
> CCOC(=O)CSc1nc(-c2ccncc2)ccc1C#N
    -1, -5, 0, -1.6, -1.0, 1, -1, -5, 114, x
> CCCn1c(CCC(=O)O)ccc1-c1ccc(OC)cc1
    -3, -9, -2, -1.7, 2.4, 10, 7, -2, 114, 2
> COC(=O)c1sc(-c2cccs2)cc1NC(=O)/C=C/C(=O)O
    x, x, -3, -3.0, -1.0, 42, 0, x, 95, x
> O=C(NCc1ccc(F)cc1)c1noc2c1CCCCC2
    -5, -9, 2, -0.6, 3.3, 12, -1, 1, 109, -7
> O=C(COc1ccccc1Cl)Nc1ccc(N2CCCC2)cc1
    -9, 7, 1, -1.8, -0.4, 23, -3, -4, 108, -3
> COCCCNC(=O)/C(C#N)=c1\s/c(=C\c2ccccc2OC(F)F)c(=O)n1CCCOC
    -2, -4, -2, -0.2, 4.9, 4, -12, 10, 100, x
> CC(C)CN(C(=O)COC(=O)Cc1ccc(Cl)cc1)c1c(N)n(Cc2ccccc2)c(=O)[nH]c1=O
    5, -11, 5, -2.0, 1.9, 1, 0, -4, 101, 2
> CCOc1ccc(NC(=S)NN(C)C(=S)Nc2ccc(OCC)cc2)cc1
    0, -15, 0, -1.1, 1.4, 9, 8, 1, 104, 2
> Cc1c(S(=O)(=O)N2CCCC(C(=O)O)C2)cnn1C (configuration not stated)
    -1, -2, 1, -1.4, 0.4, 10, 1, -2, 102, -4
> CCc1cc(CNC(=O)CC2C(=O)NCCN2Cc2c(F)cccc2Cl)on1 (configuration not stated)
    -3, -5, -2, 0.8, -0.4, 1, 1, -1, 105, -1
> CC1(C)NC(=O)N(CC(=O)N2CCCC(C(F)(F)F)C2)C1=O (configuration not stated)
    1, 3, 12, 0.0, -1.5, -8, -2, x, 107, 19
> COc1ccc(-c2nnsc2N2C(=O)c3ccccc3C2=O)cc1
    x, x, -5, x, x, 9, x, x, 98, 3
> Cc1ccnc(NS(=O)(=O)c2ccc(NC(=O)c3ccc(Br)o3)cc2)n1
    2, -4, 0, 0.3, 8.7, 12, 0, -2, 94, 0
> COC(=O)C(CC(=O)Nc1cc(C)ccc1C)Nc1ccccc1OC (configuration not stated)
    -2, -1, 1, 0.4, -1.4, 2, -3, 4, x, 9
> O=C(COC(=O)c1ccccc1F)Nc1cccnc1Cl
    0, -12, 1, -1.0, 0.5, 2, -5, -6, 106, -1
> CCC(Oc1ccccc1)C(=O)N1CCN(CC)CC1 (configuration not stated)
    -2, 4, 2, 0.3, -0.2, -3, -5, -1, 93, -2
> COCC(=O)N/N=C/c1c(C)[nH]n(-c2ccccc2)c1=O
    x, x, 1, -0.8, 1.2, -17, 3, -4, 101, 3
> COc1ccc(Cl)cc1C(=O)CSc1nnnn1C
    -1, -2, 8, 0.2, 0.0, 16, 4, x, 104, -5
> O=C(NCc1ccccc1Cl)C1CCCN(S(=O)(=O)c2cccc3nonc23)C1 (configuration not stated)
    0, -17, -1, -2.4, 1.6, -1, -1, 0, 97, -2
> O=C(c1cccc(Cl)c1)N1CCN(c2ncccn2)CC1
    -2, -6, 4, -1.6, 1.2, 9, -2, -9, 102, -3
> O=C(NCCCN1CCN(c2ccccc2F)CC1)C1CCN(S(=O)(=O)c2cccs2)CC1
    2, -3, -2, -0.7, 0.2, 4, 1, x, 97, 3
> Nc1ncnc2c(C3OC(CO)C(O)C3O)c[nH]c12 (configuration not stated)
    -2, -3, -2, -1.4, x, 4, x, -3, 94, x
> COc1ccc(N(CC(=O)NCCc2ccccc2)C(=O)c2csnn2)cc1OC
    0, 12, -4, -2.5, -0.6, 12, -1, -5, 96, -7

Of the compounds above, these have a COOH group.
Below each compound – DAGLB inh, RTF Ca sens inh, V-ATPase pHluor, CAL PDZ FP-1, C-LANA FP, Arr AP2 block, Keap1 Nrf2 FP, CAL PDZ FP-2, Pemphigus Ab inh, NSD2 HMT inh
> CCCn1c(CCC(=O)O)ccc1-c1ccc(OC)cc1
    -3, -9, -2, -1.7, 2.4, 10, 7, -2, 114, 2
> COC(=O)c1sc(-c2cccs2)cc1NC(=O)/C=C/C(=O)O
    x, x, -3, -3.0, -1.0, 42, 0, x, 95, x
> Cc1c(S(=O)(=O)N2CCCC(C(=O)O)C2)cnn1C (configuration not stated)
    -1, -2, 1, -1.4, 0.4, 10, 1, -2, 102, -4

Continuation:
Below each compound – DAGLB inh, RTF Ca sens inh, V-ATPase pHluor, CAL PDZ FP-1, C-LANA FP, Arr AP2 block, Keap1 Nrf2 FP, CAL PDZ FP-2, Pemphigus Ab inh, NSD2 HMT inh
> Cc1cccc(NC(=O)CC(C)(C)C)c1
    -1, 0, 0, -2.4, -0.3, 2, 2, -4, 89, 5
> CCOC(=O)C1CCN(C2CCN(Cc3nc(-c4ccccc4)no3)CC2)CC1
    -3, -25, -2, -0.6, 0.5, -7, 0, -4, 100, 0
> O=C(c1ccc(Cl)cc1[N+](=O)[O-])N1CCOCC1
    -4, 0, -4, 0.3, -1.8, 15, -1, 2, 98, 0
> COc1ccc(CCNC(=O)CSc2nn(-c3ccccc3)c(=S)s2)cc1
    -2, -14, 4, 0.5, 1.7, -4, -1, 4, 97, -1
> N#CCCN(C(=O)COc1ccc(F)cc1Br)c1ccccc1F
    -2, -2, -2, 0.1, -1.4, 18, 1, 2, 115, x
> CCCCN(C)CCN1C(=O)C2C(C(=O)Nc3ccc(Cl)cc3)C3C=CC2(O3)C1C(=O)NC1CCCCC1 (configuration not stated)
    0, 8, -3, -0.5, -0.2, 6, 2, -2, x, 2
> CSc1nc(O)c(Nc2cccc(Cl)c2)c(=O)[nH]1
    -2, 0, 0, -0.4, -1.0, -2, -3, -7, 91, -2
> Cn1c(SCC(=O)NC2CC2)nnc1C1CC1
    2, -6, 1, -0.2, -1.3, -11, 2, -5, 99, -2
> O=C(O)/C=C/c1ccc2ccccc2n1
    -1, -8, -1, -0.2, 0.8, -4, -2, -1, 85, 1
> CCc1nc2ccc(C(=O)Nc3ccc(NC(C)=O)cc3)cc2nc1CC
    1, 8, 2, -0.9, -0.8, 0, -1, -1, 88, -1

Shown field by field: 2 of the compounds above.
structure: CCOC(=O)C1CCN(C2CCN(Cc3nc(-c4ccccc4)no3)CC2)CC1
- DAGLB inh: -3
- RTF Ca sens inh: -25
- V-ATPase pHluor: -2
- CAL PDZ FP-1: -0.6
- C-LANA FP: 0.5
- Arr AP2 block: -7
- Keap1 Nrf2 FP: 0
- CAL PDZ FP-2: -4
- Pemphigus Ab inh: 100
- NSD2 HMT inh: 0
structure: O=C(Nc1cccc(-c2ccc(F)cc2)c1)C1CCCN(Cc2cccnc2)C1 (configuration not stated)
- DAGLB inh: -1
- RTF Ca sens inh: -2
- V-ATPase pHluor: 5
- CAL PDZ FP-1: -1.2
- C-LANA FP: 0.1
- Arr AP2 block: 1
- Keap1 Nrf2 FP: -3
- CAL PDZ FP-2: -4
- Pemphigus Ab inh: 112
- NSD2 HMT inh: 0

Filtered by structure: the compounds so far with a CF3 group
Below each compound – DAGLB inh, RTF Ca sens inh, V-ATPase pHluor, CAL PDZ FP-1, C-LANA FP, Arr AP2 block, Keap1 Nrf2 FP, CAL PDZ FP-2, Pemphigus Ab inh, NSD2 HMT inh
> CN(C)C(CNC(=O)Cc1cccc(C(F)(F)F)c1)c1ccco1 (configuration not stated)
    -1, -6, 6, -0.6, -6.9, 3, 0, 6, 98, 0
> CC1(C)NC(=O)N(CC(=O)N2CCCC(C(F)(F)F)C2)C1=O (configuration not stated)
    1, 3, 12, 0.0, -1.5, -8, -2, x, 107, 19
